M1 antagonist: M1 muscarinic receptor (rat) antagonism. CHO-M1 cells, Fluo-4 calcium, ACh EC80 antagonist mode; stronger effect = lower value. B-score at 10 µM. 64,000 tested, 3.4% active. AID 628;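 active = calcium fluorescence response, raw or row-and-column corrected B-score, differing from the plate sample mean either way at a set confidence level, mostly lower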
S1P3 agonist: agonists of human S1P3 receptor. S1P3 NFAT-BLA reporter cells, agonism, FRET ratio; relative to 1 µM S1P, basal subtracted. activation, % at 4.5 µM. 60,000 tested, 0.1% active;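 active = activation above the screen-wide mean plus 3 SD, cut at about 4.5% in these data, passing the limit was not always enough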; note: some compounds called inactive have numbers as strong as hits
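material = human S1P3 NFAT-BLA reporter CHO cells | schedule = 4 h compound at 37 °C, 2 h substrate at RT | measured by = fluorescent BLA substrate, ex 405 nm, em 460/535 nm ratio | controls = 1 µM S1P reference | replication = primary once, confirmation triplicate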
M1 agonist: activates the M1 muscarinic receptor; CHO-M1 cells, Fluo-4 calcium fluorescence, agonist mode; stronger effect = higher value; B-score at 10 µM; 64,000 tested, 3% active; AID 626;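 active = fluorescence rise, raw or as B-score row- and column-corrected plate score, outside the 99.7% band of its plate's samples, either direction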
TNAP act DEA: activators of human TNAP at intermediate phosphate acceptor | P05186 | activation factor at 20 µM | purified TNAP, CDP-star luminescence, 100 mM DEA, 30 min; stronger effect = higher value; scale: 0 levamisole-inhibited, 1 vehicle-only enzyme | 64,000 tested, under 10 active;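 active = activation factor of at least 2 at 20 µM, relative to controls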
Target sequence (P05186 whole entry, looked up): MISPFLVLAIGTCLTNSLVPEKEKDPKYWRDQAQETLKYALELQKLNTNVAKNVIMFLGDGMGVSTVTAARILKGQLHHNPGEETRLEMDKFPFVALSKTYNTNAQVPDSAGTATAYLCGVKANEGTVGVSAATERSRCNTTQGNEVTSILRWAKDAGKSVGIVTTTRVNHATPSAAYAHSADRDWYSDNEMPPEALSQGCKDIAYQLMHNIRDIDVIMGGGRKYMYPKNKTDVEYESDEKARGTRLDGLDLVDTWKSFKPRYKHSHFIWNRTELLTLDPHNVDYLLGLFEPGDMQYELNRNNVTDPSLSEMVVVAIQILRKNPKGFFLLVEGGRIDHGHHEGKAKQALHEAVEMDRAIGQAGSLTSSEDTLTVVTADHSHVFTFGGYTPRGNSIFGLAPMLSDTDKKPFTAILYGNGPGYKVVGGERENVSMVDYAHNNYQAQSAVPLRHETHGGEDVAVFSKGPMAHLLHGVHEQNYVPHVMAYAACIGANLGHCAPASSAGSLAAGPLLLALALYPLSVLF
D1 mod: allosterically modulates the human D1 dopamine receptor | P21728 | HEK293 D1, CRE-luciferase, dopamine EC30 potentiation; actives deviate in either direction | B-score at 10 µM | 58,000 tested, 5.9% active | AID 641;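 active = luminescence count or its row- and column-corrected plate score outside the 99.7% band of the plate's sample wells, on either side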
Target sequence (P21728 whole entry, looked up): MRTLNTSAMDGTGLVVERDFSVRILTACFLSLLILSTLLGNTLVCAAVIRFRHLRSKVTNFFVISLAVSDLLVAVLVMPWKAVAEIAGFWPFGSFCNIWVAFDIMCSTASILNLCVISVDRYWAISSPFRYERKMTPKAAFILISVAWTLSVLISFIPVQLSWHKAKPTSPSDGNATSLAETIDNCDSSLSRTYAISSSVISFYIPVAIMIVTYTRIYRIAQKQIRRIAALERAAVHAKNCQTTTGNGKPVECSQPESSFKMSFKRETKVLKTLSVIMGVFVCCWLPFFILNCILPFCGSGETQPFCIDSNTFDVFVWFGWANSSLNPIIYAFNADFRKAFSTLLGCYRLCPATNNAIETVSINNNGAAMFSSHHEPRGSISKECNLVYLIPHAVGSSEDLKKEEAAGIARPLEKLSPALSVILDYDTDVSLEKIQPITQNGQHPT
HEK293 NFkB inh: lowers PMA/ionomycin-induced NF-kB signal in HEK293 cells. 62,000 tested, 0.21% active. inhibition, % at 3 µM. HEK-293 NF-kB luciferase reporter, luminescence;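 active = inhibition above the mean of all tested compounds plus 3 SD, cut at about 40% in these data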;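 note: 0% = stimulated DMSO wells and 100% = 10 µM reference inhibitor 5653914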
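Timing: 1 h pretreatment, 16 h stimulation, 37 °C; system: HEK-293 cells with stable firefly luciferase reporter driven by four HIV NF-kB elements; doses: 3 µM once, 0.30% DMSO; measured by: luciferase luminescence; control set: DMSO and 10 µM reference inhibitor; repeats: single test; reagent: PMA plus ionomycin mix as NF-kB-activating stimulus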
Jurkat viability: cytotoxicity toward Jurkat cells; Jurkat E6.1 viability, ATP luminescence, 48 h; 56,000 tested, 1.2% active; inhibition, % at 4 µM;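 active = inhibition above the mean inhibition of all tested compounds plus 3 SD, cut at about 28% in these data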
Ec RNAP inh: inhibitors of Escherichia coli RNA polymerase; AID 559; 62,000 tested, 0.2% active; P0A8V2; inhibition, %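 (tested at 10 µM)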; E. coli RNA polymerase, fluorescence transcription assay; in the data active = inhibition above about 20%;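 note: 0% = enzyme without compound and 100% = no enzyme blank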
S1P1 ag pot: activates or potentiates agonism at human S1P1 receptor; S1P1 CRE-bla cells, forskolin, beta-lactamase FRET, potentiator mode; S1P1 agonist co-added at EC20, 2 nM; 100% = saturating reference agonist, 0% = basal; activation, % at 9.5 µM; 56,000 tested, 0.57% active; P21453; AID 449;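 active = activation above a cutoff set at the mean activation of all tested compounds plus 3 SD, cut at about 54% in these data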;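 note: forskolin at 4 µM as EC80 and the EC20 agonist is SEW2871; 100% = SEW2871 at its EC100 plus forskolin at EC80; some compounds past the cut are filed as inactive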
Active calls of the source: *; . = no result given.

SMILES	M1 antagonist	S1P3 agonist	M1 agonist	TNAP act DEA	D1 mod	HEK293 NFkB inh	Jurkat viability	Ec RNAP inh	S1P1 ag pot
COc1cccc(CNc2nc3nc(C)cc(C)n3n2)c1	-0.19	-0.7	0.19	0.9	-0.35	-13	8	7	-23
COCC(C)NC(=O)c1cccc(Cl)c1 (configuration not stated)	0	-0.4	-0.59	1	0.095	-11	-1	-2	.
COc1cc(NC(=O)c2cc(-c3cccc(O)c3)on2)cc(OC)c1OC	-1.1	0.8	0.2	0.9	-0.069	2	21	8	-4
CCC(C)NC(=O)c1c(-c2cc(Cl)c(OC)c(Cl)c2)noc1C (configuration not stated)	-0.062	-0.8	0.96	1	-0.14	9	3	6	2
Cc1ccc(C(=O)CSc2nnc(-c3ccco3)n2CC2CCCO2)cc1 (configuration not stated)	1.9*	1.1	0.071	1.1	.	-2	-3	14	-7
Cc1nn(Cc2ccccc2)c(Cl)c1C(=O)OCc1nnc(-c2ccccc2)o1	-0.42	-0.3	-1.2	1	-0.0017	16	2	-2	18
COc1ccc(C(=O)OCC(=O)NCc2ccco2)cc1OC	0.98	0.9	0.29	0.9	1.1	9	-7	12	-7
CC(C)N(Cc1nc(-c2ccccc2)no1)C(=O)c1ccc2c(c1)OCO2	0.44	1.0	0.052	1	0.63	-6	-5	3	-22
CCOc1ncccc1C(=O)OCC(=O)NCCc1ccc(OC)cc1	0.41	-0.6	0.83	1	0.02	11	10	4	-13
CCOC(=O)c1c(C)nc(-c2ccccc2)nc1N	0.63	0.1	0.46	0.9	4.1*	-21	2	9	-44
CCOC(=O)COc1cc(=O)n(CC)c2ccccc12	0.36	-0.6	0.44	0.9	1.4	26	2	8	1
CCCC(=O)Nc1ccc(NC(=O)c2ccco2)c(OC)c1	-0.15	1.5	0.26	0.9	-0.43	-17	0	5	12
O=C(NO)c1ccccc1O	0.16	-4.3	-0.33	1	-0.39	.	.	8	-3
CCCCCn1c(SCCC(C)C)nc2c1c(=O)[nH]c(=O)n2C	-0.35	0.6	0.41	1	0.15	5	6	3	-12
Cc1nnc(SCC2CCCO2)n1-c1ccccc1 (configuration not stated)	0.13	-0.4	-0.39	0.9	0.095	16	-8	0	-6
Cc1cc(COc2ccccc2OCCN2CCN(C)CC2)no1	0.75	-4.5	0.29	0.9	-1.2	.	.	11	17
O=C(CNC1C(=O)Nc2ccccc21)Sc1ccccc1 (configuration not stated)	0.15	-4.0	-2	0.9	0.11	.	.	2	6
O=C(c1cc(-c2ccc(Cl)c(Cl)c2)on1)N1CCCCC1	0.11	-1.2	0.28	1	0.27	-53	7	9	20
O=C(CN(CC1CCCO1)C(=O)CNS(=O)(=O)c1ccccc1)NCc1ccccc1 (configuration not stated)	0.032	0.0	0.25	0.9	-0.19	7	6	9	22
Cn1c(C(=O)N2CCN(c3ccccn3)CC2)cc2c(=O)n(C)c3ccccc3c21	-0.43	-1.4	2.1	1	-0.0068	16	-6	-1	-6
CCOC(=O)C1CCCN(c2nc3ccccc3nc2C(C#N)C(=O)OCC)C1 (configuration not stated)	-0.72	-1.0	0.81	0.9	3*	18	-8	.	2
CCn1c2ccccc2c2cc(NC(=O)CSc3nnnn3-c3ccccc3)ccc21	0.65	-0.8	-0.22	1	-0.49	5	-4	2	.
FC(F)(F)c1nnc2ccc(N3CCOCC3)nn12	0.18	0.1	0.6	0.9	0.33	8	0	7	.
CC(C)CNS(=O)(=O)c1ccc(CCC(=O)NCc2ccco2)cc1	-1.8	-0.6	0.64	0.9	-0.94	-3	-1	4	.
O=C(NC12CC3CC(CC(C3)C1)C2)C1CCCN1C(=O)NC1CCCCC1 (configuration not stated)	0.017	0.2	0.64	0.8	-0.0094	8	-5	7	-18
O=C1c2ccccc2S(=O)(=O)N1CC(O)COc1ccc(Cl)cc1 (configuration not stated)	0.27	-3.6	-0.045	0.9	1.4	.	.	-4	4
CCOC(=O)CN1C(=O)C(CC)Oc2ccc(Cl)cc21 (configuration not stated)	-3.6*	.	-0.097	0.9	-0.43	20	.	10	.
CN(C)c1ccc(/C=C/c2cc[n+]([O-])cc2)cc1	0.23	-0.7	247*	0.9	-0.42	-4	-7	9	20
OC(C#CCN1CCOCC1)(c1ccccc1)C1CC1 (configuration not stated)	-0.54	-1.2	-0.28	0.9	0.55	20	-4	4	-13
CCOC(=O)CSc1nccc(N(C)C)c1C#N	0.17	-1.7	0.5	1	-0.89	-1	-4	7	-15
COCCCNC(=O)Cn1cc(C(C)=O)c2ccccc21	-0.47	0.0	0.2	1	-0.0052	10	15	7	-2
NC(=O)C[C@@H]1N[C@]2(C(=O)Nc3ccccc32)[C@@H]2C(=O)N(c3cc(C(F)(F)F)ccc3Cl)C(=O)[C@H]12	0.77	-0.8	-0.47	0.9	1.2	1	4	4	-4
COc1ccc(C2C3=C(CC(C)(C)CC3=O)Oc3ncn(CC(C)C)c(=N)c32)cc1 (configuration not stated)	0.37	0.6	0.22	0.9	0.11	15	-6	4	-16
COc1ccc(S(=O)(=O)N(C)CC(=O)NC2CCCC2)cc1Cl	-1.1	-0.6	0	0.9	-0.016	2	-1	11	5
CN(C)CCNC(CC(=O)Nc1ccc(Cl)c(Cl)c1)C(=O)O (configuration not stated)	-1.2	-0.6	-0.19	1	0.83	4	-4	8	.
COc1ccc(NC(=O)N(CCN2CCCC2)Cc2cc3cc(OC)c(OC)cc3[nH]c2=O)cc1	1.2	0.2	0	1	-1.1	6	8	1	-8
O=C(CN(Cc1cccs1)C(=O)CSc1nnc(COc2ccccc2)o1)NC1CCCC1	0.061	-0.8	1.4	0.9	1.2	16	0	5	-22
CCN(CC)c1ccc(C(=O)n2cnc3ccccc32)cc1	-0.87	-1.4	-0.37	0.9	0.41	8	31	4	33
Cc1cccc(S(=O)(=O)c2c(N)n(Cc3ccco3)c3nc4ccccc4nc23)c1	1.1	0.3	0.038	0.9	-0.3	0	0	-4	1
O=C(Nc1ccc2c(c1)ncn2-c1ccccc1)c1ccco1	-0.45	-0.5	-0.064	0.9	-0.67	-26	-3	8	.
O=C(CN1CCN(Cc2ccc3c(c2)OCO3)CC1)N1CCc2[nH]c3ccccc3c2C1	-1.7	-1.1	-0.78	1	-0.75	9	13	4	4
Cn1c(CSc2ncn[nH]2)nc2ccccc21	0.035	-3.0	0.014	0.9	.	.	.	-7	12
CCOc1ccc(NC(=O)CN2CCN(CC(=O)c3ccc(OC)c(OC)c3)CC2)cc1	-0.14	-0.5	-0.034	1	0.49	1	0	2	-20
Cc1ccc(-n2c(SCC(=O)OC(C)C)nnc2-c2cnccn2)cc1	0.62	0.5	0.2	0.9	4.6*	10	-2	5	-3
CSCCC(NC(=O)C1CCC(C)CC1)C(=O)N1CCN(c2ccccn2)CC1 (configuration not stated)	-0.16	-0.3	0.74	1.1	-0.13	19	-3	-6	15

Part of the list above in order of count of non-hydrogen atoms, low to high.
SMILES	M1 antagonist	S1P3 agonist	M1 agonist	TNAP act DEA	D1 mod	HEK293 NFkB inh	Jurkat viability	Ec RNAP inh	S1P1 ag pot
Cn1c(CSc2ncn[nH]2)nc2ccccc21	0.035	-3.0	0.014	0.9	.	.	.	-7	12
CCN(CC)c1ccc(C(=O)n2cnc3ccccc32)cc1	-0.87	-1.4	-0.37	0.9	0.41	8	31	4	33
COc1ccc(S(=O)(=O)N(C)CC(=O)NC2CCCC2)cc1Cl	-1.1	-0.6	0	0.9	-0.016	2	-1	11	5
CSCCC(NC(=O)C1CCC(C)CC1)C(=O)N1CCN(c2ccccn2)CC1 (configuration not stated)	-0.16	-0.3	0.74	1.1	-0.13	19	-3	-6	15
COc1ccc(C2C3=C(CC(C)(C)CC3=O)Oc3ncn(CC(C)C)c(=N)c32)cc1 (configuration not stated)	0.37	0.6	0.22	0.9	0.11	15	-6	4	-16
O=C(CN1CCN(Cc2ccc3c(c2)OCO3)CC1)N1CCc2[nH]c3ccccc3c2C1	-1.7	-1.1	-0.78	1	-0.75	9	13	4	4

Additional records follow.
SMILES	M1 antagonist	S1P3 agonist	M1 agonist	TNAP act DEA	D1 mod	HEK293 NFkB inh	Jurkat viability	Ec RNAP inh	S1P1 ag pot
CCn1nc(C(=O)OCc2c(C)noc2C)c2ccccc2c1=O	0.88	-0.7	1.3	0.9	.	25	2	0	-22
CCc1nnc(SCc2ccc(OC(C)C)cc2)n1N	0.089	-1.2	0.26	0.9	0.056	13	6	4	-2
COc1ccc(C2=NOC(C(=O)NCc3ccc(F)cc3)C2)cc1 (configuration not stated)	-0.11	0.0	0.16	0.9	.	12	12	5	12
COc1cc(OC)cc(C(=O)Nc2ccc3c(c2)COC3=O)c1	-0.89	-1.3	-0.58	1	-0.66	11	8	2	-8
Cc1cc2ncn(-c3nnnn3-c3ccccc3)c2cc1C	-0.77	4.3	0.065	0.9	-0.64	17	-3	9	23
CCOC(=O)N1CCN(C(=O)c2ccc3c(SCC(=O)O)c4c(nc3c2)CCCC4)CC1	0.14	-0.2	-0.13	0.9	0.4	3	0	-4	-14
CCOc1ccccc1C1CC(=O)Nc2cc3c(cc21)OCO3 (configuration not stated)	0.39	.	0.11	0.9	1.4	38	.	9	.
COc1ccc(-c2nc(CS(=O)(=O)CC(=O)NCCc3cc(OC)ccc3OC)c(C)o2)cc1	-0.0075	-1.0	-0.03	1	-0.24	11	-1	5	15
Oc1c(C(c2ccccn2)N2CCOCC2)ccc2cccnc12 (configuration not stated)	-0.17	-1.6	-0.58	1.6	-0.22	10	9	0	-4
COc1ccccc1N1CCN(CC(=O)c2ccc3ccn(C(C)=O)c3c2)CC1	0.0063	-0.8	-0.28	1	-1	6	-2	4	16
COc1cccc(NC(=O)C2C3CC4OC(=O)C2C4C3)c1 (configuration not stated)	0.64	0.0	-0.42	0.9	-0.43	14	-4	8	-2
CCN(CC)Cc1nc2c(c(=O)[nH]1)C1(CCCCC1)Cc1ccccc1-2	0.12	0.5	-0.0019	0.8	-0.068	13	-3	12	4
CCOC(=O)c1ccc(CNC(=O)Cn2nnc(-c3ccc(C)cc3)n2)o1	-0.24	-0.7	-0.62	1	0.51	13	-4	5	32
CC(C)OCCCN1C(=O)c2[nH]nc(-c3ccccc3O)c2C1c1cccc(Cl)c1 (configuration not stated)	0.72	-1.2	0.84	0.9	.	7	8	9	3
O=C(CSc1nc2c(c(=O)n1-c1ccc(Cl)cc1)SCC2)NCc1ccco1	0.17	.	1.2	0.9	.	22	.	7	.
O=C(CN1C(=O)CCC1=O)Nc1nc(-c2nc3ccccc3s2)cs1	0.96	0.2	1.1	0.9	-1.2	-11	-4	7	18
CN(C)S(=O)(=O)c1ccc2c(c1)c(=O)c(C(=O)N1CCN(c3ccccn3)CC1)cn2C	0.14	-1.2	0.049	1	0.023	18	4	5	-3
Cn1c(=O)[nH]c(=O)c2c1nc(SCCN1CCOCC1)n2CCCc1ccccc1	0.0021	-1.2	-0.37	0.9	2.4	12	2	4	-6
CCCC(=O)Nc1cc(-c2nnc(OC)c3ccccc23)ccc1N1CCOCC1	-0.26	-0.3	-0.51	0.9	0.7	14	-3	-6	-39
O=C(c1cc2n(n1)C(C(F)(F)F)CC(c1ccco1)N2)N1CCN(c2ccccn2)CC1 (configuration not stated)	0.087	-1.1	0.069	0.9	0.75	7	5	2	7
Cc1ccc2c(c1)cc(CN(Cc1ccc3c(c1)OCO3)C(=O)c1cnccn1)c1nnnn12	-0.25	-0.3	0.23	0.9	0.33	18	4	3	-17

From PubChem

This is a random part of the collection. About 12% of those tested had a hit in this group.
